Granule exo inh = blocks lytic granule exocytosis | TALL-104 LAMP-1 surface exposure, flow cytometry; cells stimulated with thapsigargin and PMA | inhibition, % at 10 µM | 360,000 compounds, 0.66% hits | AID 651702;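 active = inhibition above about 55%, limit read from the data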
TROY signal inh = blocks TROY-dependent signaling in reporter cells | Q293 LMP1-TROYcd NF-kB luciferase reporter, 4 h | inhibition, % at 10 µM | 360,000 compounds, 0.98% hits | AID 1347056;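 active = compounds whose plate-normalised and pattern-corrected inhibition of the luciferase reporter signal at the single screening dose is 50% or more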
COUP-TFII inh = NR2F2 (human) inhibition, primary screen; P24468; inhibition, % at 8.6 µM; AID 686940; 370,000 compounds, 0.7% hits; HEK293T NGFI-A luciferase reporter, luminescence;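 active = inhibition above a per-plate cutoff, mean inhibition of test wells between control levels plus 3 SD, cut at about 38% in these data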;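 also: cells cotransfected with COUP-TFII expression vector driving the NGFI-A reporter; 0% = median of COUP-TF2 test wells and 100% = reporter-only cells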
Target sequence (P24468 whole entry, looked up): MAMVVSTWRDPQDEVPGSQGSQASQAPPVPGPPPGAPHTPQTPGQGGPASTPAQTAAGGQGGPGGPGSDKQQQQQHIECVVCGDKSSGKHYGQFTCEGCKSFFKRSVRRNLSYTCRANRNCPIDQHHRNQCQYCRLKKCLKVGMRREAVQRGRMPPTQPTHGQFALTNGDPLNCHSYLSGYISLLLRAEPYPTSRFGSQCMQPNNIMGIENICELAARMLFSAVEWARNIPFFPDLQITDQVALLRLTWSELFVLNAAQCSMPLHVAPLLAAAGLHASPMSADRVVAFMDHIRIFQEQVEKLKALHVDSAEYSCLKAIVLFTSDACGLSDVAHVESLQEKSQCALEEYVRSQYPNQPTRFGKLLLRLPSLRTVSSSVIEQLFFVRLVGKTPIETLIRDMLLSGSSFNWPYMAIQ
NCOA2 inhibitor = inhibits human steroid receptor coactivator 2. 370,000 compounds, 0.17% hits. inhibition, % at 9 µM. HEK293 GAL4-SRC2 luciferase reporter, luminescence. Q15596. AID 651957;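 active = inhibition above the mean inhibition of all tested compounds plus 3 SD, set per campaign, cut at about 52% in these data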;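 also: 0% = DMSO treated cells and 100% = cells given Gossypol at 36 µM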
TLR9-MyD88 block = TLR9-MyD88 interaction inhibition; Q9NR96+Q99836; CHO BLA complementation TLR9-MyD88, CCF4 FRET ratio; inhibition, % at 4.98 µM; 340,000 compounds, 0.21% hits;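 active = inhibition above the mean over all tested compounds plus 3 SD, cut at about 21% in these data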;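 also: 0% = DMSO only wells and 100% = clavulanate BLA inhibitor control wells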
TWEAK Fn14 block = blocks TWEAK-Fn14 interaction in a reporter cell assay | TWEAK-stimulated Fn14 reporter cells, luciferase luminescence, 8 h | inhibition, % at 10 µM | 360,000 compounds, 2% hits; in the data active = inhibition above about 50%
* hit, by the source's call; . = no result given. An excerpt; rates above refer to the full screens.

Under each structure – TWEAK Fn14 block	NCOA2 inhibitor	TROY signal inh	TLR9-MyD88 block	COUP-TFII inh	Granule exo inh
#1 CCOC(=O)[C@@H]1CSCCS(=O)(=O)N1C(=O)[C@H](CCSC)NC(=O)OC(C)(C)C
→ .	-25.7	.	.	-15.6	.
#2 O=C(O)c1ccccc1-n1ncc2c1/C(=C/c1ccc(Cl)cc1)CC2
→ .	9.0	.	.	-3.2	.
#3 Nc1[nH]c(C(=O)c2ccc(Br)cc2)c(-c2ccc(Br)cc2)c1C(=O)NCc1cccc2ccccc12
→ .	-7.6	.	.	4.3	.
#4 CCCCNC(=O)C1CCCN1C(=O)Nc1ccc(Cl)cc1 (stereo not given)
→ .	0.3	.	.	-2.3	.
#5 C#CCCC(=O)O[C@H]1CCC[C@@]2(C(=O)N(Cc3ccccc3)c3ccccc32)[C@H]1NC(=O)CCc1ccccc1
→ .	-29.4	.	.	8.9	.
#6 COc1cc(OC)c(-c2nnc3n(CCc4ccccc4)c(=O)c4ccccc4n23)cc1OC
→ .	-32.0	.	.	13.2	.
#7 CN1[C@@H](Cc2ccccc2)COc2cccc(N3CCSCC3)c2S1(=O)=O
→ .	3.2	.	.	-0.3	.
#8 COC(=O)c1cc2c(c3c4cc(OC)ccc4n(S(=O)(=O)c4cccc(C)c4)c13)C(=O)N(Cc1ccccc1OC)C2
→ .	15.5	.	.	16.6	.
#9 CCOC(=O)[C@]12CCCCC/C=C\1N(Cc1ccc(OC)cc1)C(=O)[C@H]2CC(=O)NCCCCc1ccccc1
→ .	-2.9	.	.	-0.1	.
#10 CCCCn1c(=N)n(CC(=O)c2ccc([N+](=O)[O-])cc2)c2ccccc21
→ .	-11.6	.	.	-5.4	.
#11 O=S1(=O)N[C@@H](Cc2ccccc2)COc2cccc(NCCO)c21
→ .	-33.5	.	.	2.9	.
#12 O=C(O)CSc1nnc(COc2cccc3cccnc23)n1-c1cccc(C(F)(F)F)c1
→ .	9.4	.	.	1.4	.
#13 Fc1cccc(Cn2ccc3ccc(-c4ccc5ccn(Cc6ccccc6)c5c4)cc32)c1
→ .	17.2	.	.	-4.7	.
#14 COC(=O)[C@]12C[C@H](CC(=O)N3CCSCC3)C(=O)N(CCc3ccc(OC)c(OC)c3)C1=C[C@H](COCc1ccccc1)O[C@@H]2C
→ .	4.6	.	.	-13.8	.
#15 O=C(N/N=C(\Cc1ncc[nH]1)c1ccccc1)c1ccccc1
→ .	-44.7	.	.	-30.0	.

More records follow:
Under each structure – TWEAK Fn14 block	NCOA2 inhibitor	TROY signal inh	TLR9-MyD88 block	COUP-TFII inh	Granule exo inh
#16 C=CCn1c(COc2ccc(C)cc2)nnc1SCc1ccc([N+](=O)[O-])cc1
→ .	-11.9	.	.	10.9	.
#17 O=C(OCc1ccccc1)N1Cc2ccnnc2CC1c1ccccc1-c1ccc(C(F)(F)F)cc1 (stereo not given)
→ .	-12.7	.	.	18.7	.
#18 CCNC(=O)N1CCN(c2ccc(N3CCN(Cc4ccccc4)[C@@H](C)C3)c(C)c2)[C@@H](C)C1
→ .	28.6	.	.	3.9	.
#19 COC(=O)[C@]12C[C@H](CC(=O)NCc3cccc4ccccc34)C(=O)N(CCc3ccc(OC)c(OC)c3)C1=C[C@H](C(C)C)O[C@@H]2C1CC1
→ .	0.7	.	.	13.9	.
#20 COC(=O)[C@]12C[C@H](CC(=O)NCc3ccccc3)C(=O)N(Cc3ccco3)C1=C[C@H](C(C)C)O[C@@H]2C1CC1
→ .	11.5	.	.	-2.9	.
#21 C=CCN1C(=O)[C@@H](CC(=O)N2CCN(C(=O)C3CC3)CC2)[C@]2(C(=O)OCC)CCCCC/C=C/12
→ .	3.9	.	.	1.5	.
#22 Cc1ccccc1CN1CCCCC(NC(=O)c2cccc([N+](=O)[O-])c2)C1=O (stereo not given)
→ .	-15.8	.	.	3.0	.
#23 Cc1cc(C)cc(C(=O)OCCCN(C)C2CN(Cc3cn(Cc4cccc(F)c4)nn3)S(=O)(=O)C2)c1 (stereo not given)
→ .	2.5	.	.	24.9	.
#24 O=C(Nc1ccc2c(c1)OCO2)OC1CCC12CCC(c1ccccc1)CC2 (stereo not given)
→ .	-29.6	.	.	-0.8	.
#25 Cc1ccccc1CN1CCCCC(NC(=O)Nc2cccc([N+](=O)[O-])c2)C1=O (stereo not given)
→ .	13.0	.	.	31.3	.
#26 C=CCN1C(=O)[C@@H](CC(=O)NCC23CC4CC(CC(C4)C2)C3)[C@]2(C(=O)OCC)CCCCC/C=C/12
→ .	-9.6	.	.	-6.8	.
#27 O=C(Cn1nnc(-c2ccncc2)n1)Nc1ccc(Oc2ccccc2)cc1
→ .	-1.4	.	.	2.0	.
#28 O=C([C@@H]1C[C@H]1c1ccccc1)N1CC[C@H]2[C@H](CCCN2Cc2cc(F)cc(F)c2)C1
→ .	-1.3	.	.	5.3	.
#29 COc1ccc(C2C(C(=O)Nc3cc(OC)c(OC)c(OC)c3)CCC(=O)N2c2ccc(OC)cc2)cc1 (stereo not given)
→ .	1.6	.	.	14.3	.
#30 N#Cc1ccc(NC(=O)OC2CC3CC2[C@H]2CCCCN2C3)cc1 (stereo not given in full)
→ .	5.3	.	.	5.6	.

Ordered by the number under COUP-TFII inh (rising): five of the compounds above
item	Compound	COUP-TFII inh
20	COC(=O)[C@]12C[C@H](CC(=O)NCc3ccccc3)C(=O)N(Cc3ccco3)C1=C[C@H](C(C)C)O[C@@H]2C1CC1	-2.9
27	O=C(Cn1nnc(-c2ccncc2)n1)Nc1ccc(Oc2ccccc2)cc1	2.0
22	Cc1ccccc1CN1CCCCC(NC(=O)c2cccc([N+](=O)[O-])c2)C1=O (stereo not given)	3.0
6	COc1cc(OC)c(-c2nnc3n(CCc4ccccc4)c(=O)c4ccccc4n23)cc1OC	13.2
25	Cc1ccccc1CN1CCCCC(NC(=O)Nc2cccc([N+](=O)[O-])c2)C1=O (stereo not given)	31.3

(more compounds)
Under each structure – TWEAK Fn14 block	NCOA2 inhibitor	TROY signal inh	TLR9-MyD88 block	COUP-TFII inh	Granule exo inh
#31 O=S1(=O)c2c(cccc2N2CCC[C@@H]2CO)O[C@H]2CCN1C2
→ .	-7.1	.	.	5.0	.
#32 C#CCN1CC(COc2ccccc2)Oc2cccc(Oc3ccc(OC)cc3)c2S1(=O)=O (stereo not given)
→ .	26.1	.	.	11.2	.
#33 N#Cc1ccccc1N1CCN(S(=O)(=O)c2ccc3c(c2)CCC(=O)N3)CC1
→ .	3.0	.	.	10.1	.
#34 COc1cc2c(c(OC)c1OC)C1(CCCCC1)CC2NCC=C(C)C (stereo not given)
→ .	9.6	.	.	-10.9	.
#35 CCCCOCC1CN(CCCC)S(=O)(=O)c2c(NCc3cc(OC)c(OC)c(OC)c3)cccc2O1 (stereo not given)
→ .	32.0	.	.	13.4	.
#36 COC(=O)c1cc2c(c3c4cc(OC)ccc4n(S(=O)(=O)c4ccc(OC)cc4)c13)C(=O)N(C)C2
→ .	-16.5	.	.	7.5	.
#37 CC(=O)c1ccc(NC(=O)NC2CCCCN(Cc3cccc(Cl)c3)C2=O)cc1 (stereo not given)
→ .	10.3	.	.	25.3	.
#38 COc1ccccc1C(=O)N1CCN(C(=O)[C@H](CCc2ccccc2)NC(=O)[C@H]2O[C@@H](n3cnc4c(N)ncnc43)[C@H](O)[C@@H]2O)CC1
→ .	-5.4	.	.	-10.2	.
#39 Oc1[nH]c2ccccc2c1N=Nc1ncnc2c1oc1ccccc12
→ .	2.9	.	.	-23.1	.
#40 CC(C)C[C@@H]1COc2cc(Br)ccc2S(=O)(=O)N1Cc1cn(Cc2ccc(C(F)(F)F)cc2)nn1
→ .	-7.5	.	.	-10.6	.
#41 C=CCN1C(=O)[C@@H](CC(=O)NCc2ccc(OC)c(OC)c2)[C@]2(C(=O)OCC)CCCCC/C=C/12
→ .	0.9	.	.	-1.3	.
#42 CCOC(=O)[C@@]12CCCC3=C1N(CCC3)C(=O)[C@H]2CC(=O)NCc1cccc(C(F)(F)F)c1
→ .	16.1	.	.	6.6	.
#43 COC(=O)c1cc(-c2ccc(F)c(Cl)c2)c(=O)n2c1CCC2
→ .	6.7	.	.	13.1	.
#44 C[C@@H]1CN(S(=O)(=O)C(C)(C)C)[C@H](CCO)/C1=C\CCO
→ .	-18.3	.	.	11.5	.
#45 O=C(CCn1nnc(-c2cccs2)n1)N1CCCC1
→ .	0.6	.	.	-11.1	.

Complete entries, looked up by structure. Order of screens: TWEAK Fn14 block	NCOA2 inhibitor	TROY signal inh	TLR9-MyD88 block	COUP-TFII inh	Granule exo inh
`CC(=O)c1ccc(NC(=O)NC2CCCCN(Cc3cccc(Cl)c3)C2=O)cc1` (stereo not given) as listed: .	10.3	.	.	25.3	.
`CCOC(=O)[C@@]12CCCC3=C1N(CCC3)C(=O)[C@H]2CC(=O)NCc1cccc(C(F)(F)F)c1` as listed: .	16.1	.	.	6.6	.
`C=CCN1C(=O)[C@@H](CC(=O)NCc2ccc(OC)c(OC)c2)[C@]2(C(=O)OCC)CCCCC/C=C/12` as listed: .	0.9	.	.	-1.3	.
`COc1ccccc1C(=O)N1CCN(C(=O)[C@H](CCc2ccccc2)NC(=O)[C@H]2O[C@@H](n3cnc4c(N)ncnc43)[C@H](O)[C@@H]2O)CC1` as listed: .	-5.4	.	.	-10.2	.
`C#CCN1CC(COc2ccccc2)Oc2cccc(Oc3ccc(OC)cc3)c2S1(=O)=O` (stereo not given) as listed: .	26.1	.	.	11.2	.

The listing continues.
Under each structure – TWEAK Fn14 block	NCOA2 inhibitor	TROY signal inh	TLR9-MyD88 block	COUP-TFII inh	Granule exo inh
#46 COC(=O)Cn1cnc2c(NC(=O)c3ccccc3)ncnc21
→ .	-4.2	.	.	-2.8	.
#47 COC(=O)C1CN(Cc2cn(Cc3ccc(OC)cc3)nn2)CCS(=O)(=O)N1Cc1ccc(Cl)cc1 (stereo not given)
→ .	11.5	.	.	-32.6	.
#48 O=C(Nc1ccc(F)cc1)OCCN1C(=O)CCC12CCC(c1ccc(Cl)cc1)CC2 (stereo not given)
→ .	-10.3	.	.	-1.6	.
#49 COc1ccc(F)cc1-c1cc(C(C)=O)c2n(c1=O)CCC2
→ .	-12.0	.	.	3.9	.
#50 CN(Cc1ccc(F)cc1)C(=O)CN1C(=O)C2(OCCCO2)c2ccccc21
→ .	-0.7	.	.	6.4	.
#51 C[C@@]12C(=O)N(Cc3ccccc3)CC(=O)N1[C@H](/C=C/c1ccccc1)[C@@H]1C(=O)N(c3ccccc3)C(=O)[C@@H]12
→ .	-3.5	.	-8.2	-3.4	.
#52 Clc1ccc(C2[C@H]3CN(Cc4cccnc4)[C@H](c4ccccc4)C34CC2(c2ccccc2)C4)cn1 (stereo not given in full)
→ .	7.8	.	5.7	10.6	.
#53 O=c1cc(-c2ccccc2Cl)oc2c(NS(=O)(=O)c3ccccc3OC(F)(F)F)ccc(O)c12
→ .	14.7	.	-6.6	10.6	.
#54 CC(C)CN1CCC(=O)N([C@H](CO)c2ccccc2)CC1
→ .	9.0	.	4.4	0.3	.
#55 CC(C)(C)OC(=O)N1CCC(CC2CC(c3cccc(Br)c3)=NO2)(C(=O)NCC2CCCCC2)CC1 (stereo not given)
→ .	-30.0	.	-1.1	-12.0	.
#56 C[n+]1c(-c2ccc(C=NNC(=O)c3ccc(C(=O)NN=Cc4ccc(-c5cn6ccccc6[n+]5C)cc4)cc3)cc2)cn2ccccc21
→ .	-20.1	.	-7.5	8.3	34.2
#57 N/C(Cc1cccc2ccccc12)=N\OC(=O)c1cccs1
→ -1.8	.	-15.1	-12.5	.	1.2

Look-ups from the list.
no. 22 in NCOA2 inhibitor is entered as -15.8
no. 48 in NCOA2 inhibitor is entered as -10.3
no. 7 in NCOA2 inhibitor is entered as 3.2
no. 38 in NCOA2 inhibitor is entered as -5.4
no. 36 in COUP-TFII inh is entered as 7.5
no. 41 in COUP-TFII inh is entered as -1.3

Assay outcomes (PubChem BioAssay)
